Source: PubChem BioAssay (several laboratories)
OXTR potentiator = human OXTR potentiators, primary screen, fluorescence, CHO-OTR cells, Fluo-8 calcium; activation, % at 3 µM; Fluo-8 calcium fluorescence, potentiator mode; 0% = oxytocin EC15, 100% = EC100; actives 0.061% (n = 320,000);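 active means activation above that plate's cutoff, the mean activation of tested compounds plus 3 SD, cut at about 6.6% in these data, passing the limit was not always enough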;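 further: 100% uses oxytocin at 75 nM as the full agonist control; some results filed as inactive read as strong as hits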
Target sequence (P30559 whole entry, looked up): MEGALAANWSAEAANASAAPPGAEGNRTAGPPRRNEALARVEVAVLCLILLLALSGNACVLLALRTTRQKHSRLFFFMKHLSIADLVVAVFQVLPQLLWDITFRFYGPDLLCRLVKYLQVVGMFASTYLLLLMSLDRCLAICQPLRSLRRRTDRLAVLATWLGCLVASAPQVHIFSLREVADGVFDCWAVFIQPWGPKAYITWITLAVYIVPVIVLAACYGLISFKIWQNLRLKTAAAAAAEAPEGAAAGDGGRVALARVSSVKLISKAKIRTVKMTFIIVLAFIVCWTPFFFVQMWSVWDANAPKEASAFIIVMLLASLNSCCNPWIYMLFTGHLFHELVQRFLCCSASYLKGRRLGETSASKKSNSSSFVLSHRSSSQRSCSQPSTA
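Material: CHO-OTR cells, human receptor; compound dosing: single dose, 3.0 µM nominal final compound concentration; schedule: 6 min compound pre-incubation at room temperature, 100 s kinetic read; measured by: kinetic Fluo-8 calcium fluorescence; read-out basis: % activation vs EC15 and EC100 oxytocin; controls: EC15 oxytocin alone as 0%, 75 nM oxytocin as 100%; replicates: singlicate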
M18AAP inhibitor = PfM18AAP inhibitors, malaria aminopeptidase, primary screen, biochemical, QFRET, recombinant enzyme. inhibition, % at 7.35 µM. M18 aspartyl aminopeptidase (Plasmodium falciparum 3D7). actives 1.2% (n = 290,000). H-Glu-NHMec fluorogenic cleavage;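 active means inhibition above the campaign mean inhibition over all tested compounds plus 3 SD, cut at about 28% in these data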;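 further: 0% = plate median of test compound wells and 100% = 2 mM ZnCl2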
MEKK2wt PB1 HTS = modulators of MEK5 binding to wildtype MEKK2, primary screen, biochemical, multiplex bead flow cytometry, Alexa488-MEK5 | Mitogen-activated protein kinase kinase kinase 2 (Homo sapiens), Q9Y2U5 | Alexa488-MEK5 binding to MEKK2 WT; actives lie on both sides | binding response (% of control), % at 10 µM | actives 1.1% (n = 290,000); in the data active means binding response below about 67% or above about 130%
GPR7 antag = GPR7 receptor antagonists, primary screen, cell-based, fluorescence, single concentration. Neuropeptides B/W receptor type 1 (Homo sapiens), P48145. GPR7-expressing cells, fluorescence antagonist assay. inhibition, % at 4.4 µM. actives 1.1% (n = 290,000). AID 1861, 2009; in the data active means inhibition above about 16%, passing the limit was not always enough;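 further: cells stimulated with the agonist NPW; 0% = agonist with vehicle and 100% = vehicle without agonist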
Target sequence (P48145 whole entry, looked up): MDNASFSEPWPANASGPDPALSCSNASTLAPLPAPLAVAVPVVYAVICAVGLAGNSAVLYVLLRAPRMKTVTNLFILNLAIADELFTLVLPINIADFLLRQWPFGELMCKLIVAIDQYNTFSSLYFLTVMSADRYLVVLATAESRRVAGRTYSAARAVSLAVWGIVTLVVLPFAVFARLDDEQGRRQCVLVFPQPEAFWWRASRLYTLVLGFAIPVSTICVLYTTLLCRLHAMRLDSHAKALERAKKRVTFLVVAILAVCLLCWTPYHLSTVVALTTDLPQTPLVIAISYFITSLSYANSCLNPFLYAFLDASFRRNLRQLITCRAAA
V1R ag counter = agonists of human V1a receptor, primary screen, counter-screen for OXTR agonist project, fluorescence, CHO-V1R cells | Vasopressin V1a receptor (Homo sapiens), P37288 | Fluo-8 calcium fluorescence, agonist mode; 0% DMSO, 100% 3 nM vasopressin | activation, % at 3 µM | actives 0.25% (n = 320,000);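 active means activation above the mean activation of all tested compounds plus 3 SD, per screening run, cut at about 20% in these data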;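 further: signal is peak over basal fluorescence ratio across a 100 second FLIPR read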
GalR3 antagonist = GalR3 antagonists in HEK293 cells, primary screen, cell-based, fluorescence readout; inhibition, % at 3 µM; AID 651719, 2012; actives 0.44% (n = 360,000); HEK293 GalR3-CNG cAMP membrane potential fluorescence; galR3 body fused to GalR1 C-terminus; Galanin receptor type 3 (Homo sapiens), O60755;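 active means inhibition above the screen-wide average plus 3 SD, cut at about 13% in these data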;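 further: forskolin and galanin both at EC90 stimulate the cells; cAMP rise reported by CNG channel membrane potential dye signal; 0% = forskolin plus galanin with DMSO and 100% = forskolin alone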
Target sequence (O60755 1-299 limits assumed): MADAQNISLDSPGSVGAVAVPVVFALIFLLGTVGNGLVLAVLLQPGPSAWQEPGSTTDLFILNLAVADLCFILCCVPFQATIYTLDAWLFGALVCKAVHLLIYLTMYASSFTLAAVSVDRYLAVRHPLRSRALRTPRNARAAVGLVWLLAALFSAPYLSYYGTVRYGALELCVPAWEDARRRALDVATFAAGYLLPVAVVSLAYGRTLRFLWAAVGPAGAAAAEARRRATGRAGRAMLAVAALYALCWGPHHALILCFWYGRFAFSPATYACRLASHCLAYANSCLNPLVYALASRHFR
MEKK2 mut-MEK5 = MEK5 binding signal on mutant MEKK2 PB1, primary screen, biochemical, multiplex bead flow cytometry, Alexa488-MEK5; Alexa488-MEK5 binding to MEKK2 mutant; percent response, % at 10 µM; actives 0.35% (n = 290,000); AID 1530, 2009; in the data active means percent response above about 24%, passing the limit was not always enough; further: inactives centre near 1; some results filed as inactive read as strong as hits
OXTR agonist = human OXTR agonists, primary screen, fluorescence, CHO-OTR cells, Fluo-8 calcium; actives 0.32% (n = 320,000); activation, % at 3 µM; Fluo-8 calcium fluorescence; normalized: DMSO 0%, oxytocin 100%; Oxytocin receptor (Homo sapiens), P30559;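 active means activation above the mean of all tested compounds plus 3 SD, cutoff set per screening run, cut at about 20% in these data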;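 further: peak over basal fluorescence ratio from a 100 s FLIPR kinetic read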
NALP1 yeast inh = NALP1 inflammasome inhibitors in reconstituted yeast, colorimetric, S. cerevisiae, triplicate retest; actives 0.61% (n = 280,000); S. cerevisiae NALP1/ASC/caspase-1 growth, X-gal OD620, 72 h; inhibition, % at 10 µM; AID 2071, 2009; in the data active means inhibition mostly above about 24%, no sharp cut-off; inactive means mostly below about 32%; further: some compounds called inactive have numbers as strong as hits
An asterisk follows results filed as active; / = no result given. Hits appear at their usual frequency. About 4.1% of those tested had a hit in this group.

SMILES	OXTR potentiator	M18AAP inhibitor	MEKK2wt PB1 HTS	GPR7 antag	V1R ag counter	GalR3 antagonist	MEKK2 mut-MEK5	OXTR agonist	NALP1 yeast inh
Cc1cc(OC(C)C(=O)NCC2CCC(C(=O)O)CC2)c2c(C)c(Cc3ccccc3)c(=O)oc2c1 (stereo unspecified)	-4	0	107	14	1.6	-1	6	-0.3	10
CN1CCN(c2ccccc2NC(=S)NC(=O)c2cc3ccccc3o2)CC1	-3	1	118	12	1.8	-2	7	0.3	24
COc1ccc(NC(=O)C2CCN(C(=O)c3ccco3)CC2)c(OC)c1	-2	-6	100	-17	0.9	-9	-4	0.3	10
COc1ccc2occ(C(=O)c3coc4ccc(O)c(CN(C)C)c34)c2c1	-3	17	104	5	1.5	-7	-2	1.3	-7
Oc1ccc(N=Nc2ccc3ccccc3c2)cc1	-19	-6	95	-3	0.5	-9	-6	1.6	21
CCCCCOC(=O)c1c(N)n(CCOC)c2nc3ccccc3nc12	-5	5	93	-6	-0.6	-4	0	-2.3	9
c1ccc(-c2nnc(SCC3CCCO3)nc2-c2ccccc2)cc1 (stereo unspecified)	-27	-6	98	0	-0.6	-7	-6	-2.1	16
Cc1ccc(NC(=O)c2nc[nH]c2C(=O)NCc2ccccc2)cc1	-3	/	/	/	0.4	-6	/	0.7	/
COc1ccc(CC(=O)Nc2ccccc2N2CCCCC2)cc1OC	1	-5	101	-11	-0.1	-7	11	-3.0	-14
O=C(CCn1cnc(-c2ccccc2)c1-c1ccccc1)N/N=C/c1ccccc1O	-2	-5	113	3	0.7	-2	8	0.1	29
O=C(CSc1nccn1-c1ccc(F)cc1)NCc1ccc2c(c1)OCO2	-6	-1	105	4	-0.1	0	4	-0.7	4
CCOC(=O)C(=O)NNc1ccc(C)cc1	0	-1	89	3	0.5	-4	7	0.4	23
O=Cc1sc(N2CCOCC2)nc1-c1ccccc1	-9	3	100	-8	0.3	/	1	-0.3	13
Cc1ccc(C)c(-n2c3nc(=O)n(C)c(=O)c-3cc3ccccc32)c1	-11	0	103	-19	-2.2	-6	4	-1.2	10
CC1CC(=O)N(c2ccc(N(C)Cc3ccccc3)c([N+](=O)[O-])c2)C1=O (stereo unspecified)	-20	2	105	-4	6.7	-4	2	5.7	-8
Cc1cc(C)c(S(=O)(=O)N(C)CC(=O)NCc2ccccn2)c(C)c1	-14	-2	101	-13	-0.2	-7	3	0.7	12
O=C(NCc1ccncc1)c1cncc(Br)c1	-4	0	99	-4	0.7	-3	-5	0.7	-18
CCOc1ccc2noc3c2c1C(=O)c1ccccc1-3	-14	-4	/	-3	75*	-1	/	59*	29
COc1ccccc1C/C(N)=N/OC(=O)c1cccc([N+](=O)[O-])c1	0	-3	101	15	1.6	3	4	-2.1	41
Cc1ccc(OCC(O)CN2C(=O)NC(C)(C)C2=O)cc1C (stereo unspecified)	1	-1	103	-11	1.2	0	3	1.2	29
Cc1cccc(Nc2nc(-c3ccc(O)cc3O)cs2)n1	-4	14	116	-38	0.8	-4	4	-0.2	12
COCc1cc(=O)n2c(-c3ccccc3OC)n[nH]c2n1	-2	-13	67	2	1.1	-10	-11	-0.5	7
C=CC[C@H](CC(=O)NCCO)C(=O)N[C@@H](COC(=O)[C@@H](CC=C)Cc1ccc(F)cc1)Cc1ccccc1	-9	/	/	/	1.1	-4	/	1.2	/
Cc1ccc(C)c(N2C(=N)S/C(=C\c3ccc(-c4ccccc4C(=O)O)o3)C2=O)c1	-12	8	66	-15	4.3	1	-44	2.9	-2
CCn1c(SCC(=O)Nc2ccc3c(c2)OCCO3)nnc1-c1ccncc1	4	-3	106	-4	-0.4	3	5	0.1	10
CCOC(=O)C1=C(C)N(CCCCCC(=O)O)C(=O)NC1c1cccc([N+](=O)[O-])c1 (stereo unspecified)	2	2	96	-9	0.2	-5	-5	-0.2	14
CCCC(C)NNC(=O)c1cc2ccccc2[nH]1 (stereo unspecified)	-1	3	100	-7	0.8	-6	4	1.6	-3
CS(=O)(=O)N(CC(=O)Nc1c(F)cccc1F)c1cccc([N+](=O)[O-])c1	0	-8	108	-7	0.7	-1	7	-0.3	4
O=C1NC(c2ccccc2Br)=N/C1=C\c1ccco1	-9	11	100	2	0.6	-4	-1	-0.4	/
CC(C)(C)n1nnnc1C(c1cccc(C#N)c1)N1CCCc2ccccc21 (stereo unspecified)	-4	-7	94	10	-1.1	-5	2	-2.1	17
COc1ccc(C(C)=O)cc1COC(=O)CSC(C)C(=O)Nc1cc(C)on1 (stereo unspecified)	-3	/	/	/	-0.9	-3	/	0.9	/
CCOc1ccc(Br)cc1S(=O)(=O)Nc1ccccc1N1CCOCC1	-20	4	108	0	0.4	-12	12	-1.1	23
CC1=C(C)CC2C(=O)N(c3cccc4ccccc34)C(=O)C2C1 (stereo unspecified)	-1	-11	96	-8	-0.7	-3	-2	-2.4	40
COc1ccccc1OCC(=O)N1CCCC(Nc2cccc(F)c2)C1 (stereo unspecified)	-11	3	97	17	0.7	-1	-6	0.2	30
CCOc1cc(C=C2C(=O)c3ccccc3C2=O)ccc1OCC(=O)Nc1ccc(C)cc1	1	0	104	-3	0.5	-9	22	-0.2	19
CCOC(=O)N1CCN(S(=O)(=O)c2ccc(F)c(C(=O)Nc3cc(C)cc(C)c3)c2)CC1	-2	3	97	-12	0.0	-3	-2	-0.6	6
c1ccc(CSc2ncnc3c2oc2ccccc23)cc1	-14	2	111	3	0.4	-2	5	-1.3	/
COc1c(C(=O)Nc2ccc3[nH]c(=O)[nH]c3c2)cc2ccccc2c1Br	-5	-3	102	2	-1.2	-2	-3	-0.3	8
O=C(Nc1ccncc1)c1ccc2c(c1)C(=O)N(C1CCCCC1)C2=O	-23	-4	99	1	9.4	46*	1	15	2
COc1ccc(-c2ccc(OC)cc2C(=O)O)cc1	-11	-4	102	-14	-0.3	1	-1	-0.7	16

Quoted from the results shown, 5 compounds:
SMILES	OXTR potentiator	M18AAP inhibitor	MEKK2wt PB1 HTS	GPR7 antag	V1R ag counter	GalR3 antagonist	MEKK2 mut-MEK5	OXTR agonist	NALP1 yeast inh
CCn1c(SCC(=O)Nc2ccc3c(c2)OCCO3)nnc1-c1ccncc1	4	-3	106	-4	-0.4	3	5	0.1	10
CCOC(=O)C1=C(C)N(CCCCCC(=O)O)C(=O)NC1c1cccc([N+](=O)[O-])c1 (stereo unspecified)	2	2	96	-9	0.2	-5	-5	-0.2	14
CCCC(C)NNC(=O)c1cc2ccccc2[nH]1 (stereo unspecified)	-1	3	100	-7	0.8	-6	4	1.6	-3
CS(=O)(=O)N(CC(=O)Nc1c(F)cccc1F)c1cccc([N+](=O)[O-])c1	0	-8	108	-7	0.7	-1	7	-0.3	4
O=C1NC(c2ccccc2Br)=N/C1=C\c1ccco1	-9	11	100	2	0.6	-4	-1	-0.4	/

(list continues)
SMILES	OXTR potentiator	M18AAP inhibitor	MEKK2wt PB1 HTS	GPR7 antag	V1R ag counter	GalR3 antagonist	MEKK2 mut-MEK5	OXTR agonist	NALP1 yeast inh
Cc1cc(C)n(-c2cc(N3CCN(S(=O)(=O)c4ccc(Br)cc4)CC3)ccc2[N+](=O)[O-])n1	-3	1	98	-8	1.4	-1	0	0.2	36
Cc1cc(C)c(C)c(S(=O)(=O)NCc2ccc(C(=O)N3CCOCC3)cc2)c1C	-5	3	103	-13	1.0	1	6	1.0	-4
CCOc1c(C)cc(S(=O)(=O)NCc2cccnc2)c(C)c1C	-7	-3	108	-3	2.0	-5	1	-0.6	14
Cc1ccc(CNC(=O)Cc2csc(Nc3nc(=S)[nH]c4ccccc34)n2)cc1	-6	6	/	2	0.1	-8	/	-0.1	15
CCOC(=O)C(NC(=O)c1ccc(OC)cc1)(Nc1cc(C)on1)C(F)(F)F (stereo unspecified)	-6	2	100	-8	0.1	-3	2	-0.6	6
Cc1ccc(C)c(N(CC(=O)NN=C2CCCCCCC2)S(C)(=O)=O)c1	-11	-6	99	-9	0.3	9	-3	-0.6	-8
Cc1cc([N+](=O)[O-])cnc1N1CCOCC1	-1	-7	103	-6	-0.1	-6	2	-0.2	27
CN(C(=O)CS(=O)(=O)c1cn(CC(=O)N2CCCCC2)c2ccccc12)c1ccccc1	-4	4	101	-26	1.1	-1	3	0.0	4
OC(COCc1ccco1)CN1CCN(c2ccccc2)CC1 (stereo unspecified)	-3	2	105	-8	-0.2	-6	-1	-0.3	4
O=C(Cc1c(O)c2ccccc2[nH]c1=O)NCc1ccccc1F	-5	1	99	-3	-0.4	-3	4	0.4	20
CCOc1cccc(C(=O)Nc2ccc(N3CCN(S(C)(=O)=O)CC3)cc2)c1	-8	2	109	0	0.3	-1	5	0.1	6
CN(CC(=O)Nc1ccc(F)cc1)C(=O)COC(=O)CNC(=O)c1sc2ccccc2c1Cl	-6	/	/	/	-1.4	-4	/	-1.1	/
CCCC(=O)Nc1ccc(C(=O)N2CCCC2)cc1	-7	-1	97	8	0.7	-1	-5	-0.2	6
COc1ccc(N2CCN(C(=O)c3c(-c4c(F)cccc4Cl)noc3C)CC2)cc1	-3	4	113	-4	1.1	-2	10	1.3	4
COc1ccccc1CCN=C(N)NS(=O)(=O)c1ccc(C)cc1	-10	-5	95	-3	0.2	-5	1	-1.7	14
O=C1COc2ccc(C(=O)CSc3nnc(Cc4cccs4)n3-c3ccc(Cl)cc3)cc2N1	-11	3	65	-16	1.5	-1	-24	0.9	6
CCOC(=O)c1sc(Nc2ccc(Br)cc2)nc1C	-11	-1	-4.0*	-17	-0.9	-8	5	-0.8	-12
COC(=O)c1ccc(CNC(=O)COc2ccccc2Br)o1	-4	-5	93	1	-0.9	-6	-7	1.1	37
O=C(OCc1cc(=O)n2cc(Br)ccc2n1)C1COc2ccccc2O1 (stereo unspecified)	-28	3	97	-8	3.8	3	4	2.5	0
CCC(CC)c1nnc(NC(=O)C2COc3ccccc3O2)s1 (stereo unspecified)	-7	2	105	-14	0.2	-1	6	0.1	-2
CCc1nnc(NS(=O)(=O)c2ccc(NC(=O)c3ccccc3O)cc2)s1	-2	-10	105	2	-0.1	-5	6	-0.5	18
CC(C)c1ccc(NC(=O)Cn2nnc(C(=O)NCc3ccc4c(c3)OCO4)c2N)cc1	-3	2	94	-2	0.5	-6	2	0.8	21
Cc1cc(C)c(NC(=O)CS(=O)CC(=O)NCC2CCCO2)c(C)c1 (stereo unspecified)	-7	-4	99	-7	0.6	-2	-5	0.6	-39
CCC(C)(C)n1nnnc1C(C(C)C)N(Cc1ccco1)Cc1cc2cc3c(cc2[nH]c1=O)OCO3 (stereo unspecified)	2	23	95	-6	-1.0	3	-2	-0.9	-8
